# HepG2 tox – counter-screen for TGF-b inhibitors: cytotoxicity in HepG2 cells; HepG2 CAGA-GFP viability, ATP luminescence, 18 h; Potency, µM (top dose mostly 46.1 µM), for inactives: top-dose activity change, negative = cytotoxicity, usual class: cytotoxic; 410,000 tested, 0.76% active; further: potency means the concentration at half of the fitted maximal effect; some results filed as inactive show a strong effect at the top dose
#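 HepG2 CAGA-GFP cells (1000/well, DMEM with 1% FBS) received compound, then TGF-beta at 500 pg/mL final, and were incubated 18 hours at 37 degrees C. Viability was read by CellTiter-Glo luminescence. Media-only wells were set as complete cell-killing and DMSO as no toxicity.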
# MmCpn inh – blocks the Methanococcus maripaludis chaperonin Mm-Cpn | 330,000 tested, 0.031% active | Potency, µM (titrated, usually from 76.9 µM), without a hit: at the highest dose activity, negative = inhibition, most hits filed as inhibitors | AID 504842 | purified Mm-Cpn ATPase, ADP Transcreener TR-FRET; further: potency means the concentration at half of the fitted maximal effect; on the % scale 0 is the no-effect control and ±100 the full control effect; nearly all actives have a fitted effect of over 80% in size
#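 Inhibition of chaperonin ATP hydrolysis is measured as reduced ADP production, detected by competitive TR-FRET in which signal falls with ADP. Final enzyme 25 nM and ATP 10 uM, reacted 30 min at 37°C.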
# Nrf2 ARE act – Nrf2 pathway activation; AREc32 ARE-luciferase reporter (MCF7-derived line), luminescence, 24 h; 410,000 tested, 0.31% active; Potency, µM (doses to about 46.1 µM), for the others: at the highest dose activation, hits mostly activators; AID 624171; further: potency means the concentration at half of the fitted maximal effect; % of control where 0% means no effect; nearly all actives have a fitted effect of over 65% in size
#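 Quantitative high-throughput format: AREc32 reporter cells, 1000 per well, received compound by pin transfer and were incubated 24 hr at 37 deg C, 5% CO2, before Steady-Glo luminescence detection.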
# CCT modulator – cytosolic chaperonin activity modulation; activity change, % (no concentration beside the values), hits read low; 360,000 tested, 0.3% active; purified chaperonin ATPase assay, HTRF ADP detection, 30 min; in the data active means activity change below about -30%; further: on the % scale 0 is the no-effect control and ±100 the full control effect
#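 Nucleotide hydrolysis assay: TRiC at 20–40 nM final (set by batch activity) with 10 uM ATP, 30 min at 37 °C, in presence of 76 uM compound. Detection by competitive ADP HTRF, 30 min ambient.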
# ATXN viability – reduces viability in counter-screen for ATXN expression inhibitors | Potency, µM (series often up to 56.7 µM), actives largely listed as cytotoxic | 400,000 tested, 0.49% active | S2 cells (HEK-293 line with an ATXN2-luciferase reporter) viability, CellTiter-Fluor protease fluorescence, 24 h; further: potency means the concentration at half of the fitted maximal effect; nearly all actives have a fitted effect of over 40% in size
# A549 tox – counter-screen for Nrf2 inhibitors: cytotoxicity in A549 cells; Potency, µM (titrated, usually from 46 µM), inactives show at the top dose activity change, negative = cytotoxicity, hits mostly inhibitors; 390,000 tested, 0.16% active; AID 504648; A549 ARE-Fluc cells, CellTiter-Fluor viability, 18-24 h; further: potency means the concentration at half of the fitted maximal effect; on the % scale 0 is the no-effect control and ±100 the full control effect
#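 A549 ARE-Fluc cells in 5% FBS OPTI-MEM, 5000 cells/well, rested 2 h then exposed to compounds in concentration-response for 18-24 h at 37 °C. Viability by CellTiter-Fluor fluorescence (Ex 405/Em 525) after 30 min; luciferase luminescence (BugLite, 15 min, RT) read afterwards.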
# Nrf2 inh – blocks Nrf2 signaling. 360,000 tested, 2.1% active. A549 ARE-Fluc reporter, luciferase luminescence, 18-24 h. AID 504444. Potency, µM (top dose mostly 46 µM), inactives show top-dose activity change, negative = inhibition, hits mostly inhibitors; further: potency means the concentration at half of the fitted maximal effect; on the % scale 0 is the no-effect control and ±100 the full control effect; nearly all actives have a fitted effect of over 60% in size
#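 Nrf2 function is reported as luminescence of an ARE-controlled luciferase in A549 cells. Compounds were tested at several concentrations, and a CellTiter-Fluor read on the same wells flagged cytotoxicity.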
# Akt phos inh – inhibitors of Akt phosphorylation; Neuro2A IGF-stimulated pAkt S473 HTRF, 20 min; active compounds read low; activity change, % for hits at 50 µM; 360,000 tested, 0.32% active; AID 651550; in the data active means activity change below about -80%; inconclusive means mostly about -51% to -80%; further: on the % scale 0 is the no-effect control and ±100 the full control effect
#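 Neuro2A cells in DMEM with 0.5% FBS, overnight at 37 deg C, given compound at single 50 µM final, then IGF (6 nM final) for 20 min at 37 deg C. Lysed; phospho-Akt Ser473 by HTRF after 24 h, 665/615 ratio.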
# TGFb inhibitor – blocks TGF-b signaling | HepG2 CAGA-GFP TGF-b/SMAD3 reporter, GFP fluorescence, 18 h; TGF-beta stimulated, 500 pg/mL final | AID 588855 | Potency, µM (highest dose often 46.1 µM), for inactives: top-dose activity, negative = inhibition, hits mostly inhibitors | 410,000 tested, 1.2% active; further: potency means the concentration at half of the fitted maximal effect; on the % scale 0 is the no-effect control and ±100 the full control effect; nearly all actives have a fitted effect of over 65% in size
#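 HEPG2 CAGA-GFP, 1000 cells/well; 2 h settle, 37 C; cpd via pin tool; TGF-b 500 pg/mL final; 18 h, 37 C; GFP imaging ex488/em500-530; %Activity normalised to -TGF-b and +DMSO controls; CRC fit, curve class.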
# * = called active by the depositor; i = inactive; ? = inconclusive; · = no result given; & = joins results of further samples. Unless noted, the call rests on the fitted dose curve; in most records, active means well fitted curve in the direction sought with a large enough effect; inconclusive means small, poorly fitted or top-dose-only effect, or another doubt; inactive means no such curve, though single readings can be large; an effect the other way counts as inactive or inconclusive.
SMILES,HepG2 tox,MmCpn inh,Nrf2 ARE act,CCT modulator,ATXN viability,A549 tox,Nrf2 inh,Akt phos inh,TGFb inhibitor
CCOc1cc(C2NC(=O)c3ccccc3O2)ccc1OC(C)C (stereo not drawn),-0.1%,0.7%,-1.0%,-2.3,i,-0.1%,-0.5%,i,2.0%
CC(C)(C)c1ccc(/C=C2\Oc3c(ccc(O)c3CN3CCN(CCO)CC3)C2=O)cc1,-3.8%,-2.8%,0.0%,-1.2,·,12.8%,3.6%,i,-9.2%
COc1ccc(NC(=O)Cn2c(=O)cc(C)c3c(C)nn(C)c32)cc1,0.2%,·,0.7%,·,i,-1.1%,·,·,-1.7%
CCC(CC)CN1CCC(CN2C(=S)NC[C@@H]2CC(C)C)CC1,0.4%,·,0.6%,-2.0,i,5.7%,-0.9%,i,19.4%
CCOc1cccc(CNCCO)c1OCc1ccc(Cl)cc1Cl,-86.4%,0.8%,11.2%,0.8,?,1.2%,-2.4%,i,?
CCN1C(=NCC(C)C)N[C@@H](CCc2ccccc2)[C@H](C(=O)NCC(C)C)[C@H]1C,-0.9%,2.4%&-0.1%,-0.2%,-1.9,i,-0.3%,7.2%,i,22.8%
CN(CC(=O)NC1CCCCC1)S(=O)(=O)c1cccc2nsnc12,1.0%,1.2%,-0.3%,-5.9,i,-3.8%,0.1%,i,-4.2%
COc1cc(Cl)c(CN2CCCC(CO)(Cc3cccc(Cl)c3)C2)cc1OC (stereo not drawn),-58.2%,-4.6%,0.5%,-1.8,i,-15.5%,-15.1%,i,?
COc1ccc(/C=N/NC(=O)CSc2ccccn2)cc1OC,-7.2%,-3.1%,4.3%,-1.8,i,9.8%,5.3%,i,12.6%
CCOC(=O)c1cnc2c(ccc3ccccc32)c1NCCN(C)C,-17.8%,0.3%,20.9%,0.3,i,3.6%,-3.1%,i,6.3%
CCN(CC)S(=O)(=O)c1cccc(C(=O)N/N=C2\CC(=O)CC(C)(C)C2)c1,3.6%,0.2%,-0.9%,-0.3,i,-1.8%,4.2%,i,2.2%
CN(C1CC(C)(C)N(O)C(C)(C)C1)S(=O)(=O)CC12CCC(CC1=O)C2(C)C (stereo not drawn),9.4%,0.4%,-0.5%,-1.1,i,-1.4%,?,i,9.9%
Cc1ccc(-c2cc(C(=O)NCC3CCCO3)c3ccccc3n2)cc1C (stereo not drawn),0.2%,-2.1%,2.7%,-0.4,i,0.2%,11.6%,i,-7.1%
COc1ccccc1N1CCN(C(=O)c2oc3c(c2C)C(=O)CC(C)(C)C3)CC1,-2.9%,-3.9%,-1.3%,-0.3,?,-7.7%,20.8%,·,4.3%
CC(C)(CN1CCN(Cc2ccccc2)CC1)NS(=O)(=O)c1ccccc1,-30.0%,-0.4%,-0.1%,1.5,i,-1.3%,-16.6%,i,-32.5%

# Overlap with the part before: 5 compounds, then new ones.
SMILES,HepG2 tox,MmCpn inh,Nrf2 ARE act,CCT modulator,ATXN viability,A549 tox,Nrf2 inh,Akt phos inh,TGFb inhibitor
CCN(CC)S(=O)(=O)c1cccc(C(=O)N/N=C2\CC(=O)CC(C)(C)C2)c1,3.6%,0.2%,-0.9%,-0.3,i,-1.8%,4.2%,i,2.2%
CN(C1CC(C)(C)N(O)C(C)(C)C1)S(=O)(=O)CC12CCC(CC1=O)C2(C)C (stereo not drawn),9.4%,0.4%,-0.5%,-1.1,i,-1.4%,?,i,9.9%
Cc1ccc(-c2cc(C(=O)NCC3CCCO3)c3ccccc3n2)cc1C (stereo not drawn),0.2%,-2.1%,2.7%,-0.4,i,0.2%,11.6%,i,-7.1%
COc1ccccc1N1CCN(C(=O)c2oc3c(c2C)C(=O)CC(C)(C)C3)CC1,-2.9%,-3.9%,-1.3%,-0.3,?,-7.7%,20.8%,·,4.3%
CC(C)(CN1CCN(Cc2ccccc2)CC1)NS(=O)(=O)c1ccccc1,-30.0%,-0.4%,-0.1%,1.5,i,-1.3%,-16.6%,i,-32.5%
C=CCNS(=O)(=O)c1sccc1/C=N/O,-18.0%,1.3%,-0.4%,-2.1,i,2.8%,4.5%,i,9.9%
Nc1nonc1-n1nnc(C(=O)N/N=C/c2cccc(Cl)c2Cl)c1CN1CCCC1,-2.7%,-0.5%,12.3%,-4.4,i,0.9%,-1.1%,i,0.7%
CCc1ccccc1NC(=O)c1ccc2nc(CCc3ccccc3)oc2c1,-22.8%,·,-0.6%,·,i,6.1%,·,·,-4.9%
CC(C(=O)Nc1ccc2c(c1)OCCO2)c1ccc([N+](=O)[O-])cc1 (stereo not drawn),2.3%,0.0%,-0.8%,-1.2,i,-0.9%,14.3%,i,-2.4%
COc1ccc(OCc2cc(C(=O)N(C)CC3CCCCO3)no2)c(Cl)c1 (stereo not drawn),-13.2%,-0.4%,4.3%,0.2,i,11.5%,?,i,-13.1%
O=C(CSc1ncn[nH]1)Nc1ccc(S(=O)(=O)N2CCCC2)cc1,-0.5%,-1.2%,0.2%,1.9,i,6.8%,·,i,-1.5%
CN1C(=O)c2ccc(NC(=O)C3CCCCC3)cc2C1=O,-1.2%,-1.3%,-0.2%,-2.1,i,2.7%,-10.6%,i,-5.9%
O=C(O/N=C\c1ccc(N2CCCCC2)c([N+](=O)[O-])c1)c1c(F)cccc1F,1.3%,1.2%,1.2%,-3.5,?,-6.4%,-3.2%,i,12.4%
C=C(C)CNC(=S)NNC(=O)CCn1c2cc(Cl)ccc2c2ccc(Cl)cc21,-52.4%,2.2%,0.3%,-0.3,i,-4.6%,4.1%,i,?
CCC1(CC)NC(=O)N(CC(=O)OCC(=O)Nc2ccc(C(F)(F)F)cc2)C1=O,-23.7%,-3.3%,-0.7%,-1.0,i,2.5%,17.1%,i,8.8%
COc1ccc(OC)c(NC(=O)CN(c2ccc(C)cc2)S(=O)(=O)c2c(C)noc2C)c1,-25.8%,0.8%,-0.9%,0.3,i,-4.9%,?,i,4.3%
CCOC(=O)c1c(NC(=O)CNCC(O)CO)sc(C)c1C (stereo not drawn),-5.2%,-1.2%,0.3%,-0.8,i,3.6%,9.3%,i,7.8%
Cc1cc(C)cc(NC(=O)CN(C)S(=O)(=O)c2ccc3[nH]c4c(c3c2)CCCC4)c1,-31.1%,·,0.9%,·,?,?,-83.9%,·,?
Cc1cccc2sc(N(CCCN(C)C)C(=O)c3sc4ccccc4c3Cl)nc12,-42.9%,-22.5%,3.0%,-1.7,i,3.6%,1.7%,i,0.0%
CC(=O)c1sc(NCc2ccc(C)cc2)nc1C,-10.0%,1.4%,6.3%,-0.5,i,0.3%,?,i,7.1%

# 2 compounds from above, reduced to HepG2 tox:
SMILES	HepG2 tox
C=CCNS(=O)(=O)c1sccc1/C=N/O	-18.0%
Nc1nonc1-n1nnc(C(=O)N/N=C/c2cccc(Cl)c2Cl)c1CN1CCCC1	-2.7%

# Additional results follow:
SMILES,HepG2 tox,MmCpn inh,Nrf2 ARE act,CCT modulator,ATXN viability,A549 tox,Nrf2 inh,Akt phos inh,TGFb inhibitor
O=c1[nH]c2cc3c(cc2cc1CN(Cc1cccnc1)Cc1nnnn1Cc1ccco1)OCCO3,-22.5%,0.0%,-0.2%,-5.0,i,-2.0%,·,i,-21.4%
CCCS(=O)(=O)c1cnc(C2COc3ccccc3O2)nc1N (stereo not drawn),-26.6%,0.0%,-3.4%,-0.2,i,15.4%,?,i,3.6%
CSc1nc2c(c(=O)[nH]1)C(c1ccc(Br)cc1)CC(=O)N2 (stereo not drawn),3.6%,1.5%,-0.2%,0.3,i,4.6%,-8.4%,i,4.9%
COc1ccc(N2CCN(C(=O)Cn3nnc(-c4ccc(OC)c(OC)c4)n3)CC2)cc1,-3.6%,1.0%,-0.5%,0.5,i,9.2%,7.0%,i,10.9%
COc1ccc(CN2CCC(c3nc4ccc(Cl)cc4[nH]3)CC2)cc1,4.1%,0.5%,-0.7%,0.8,i,-8.9%,?,i,-27.0%
CCOc1ccc(N2C(=O)C(=O)/C(=C(/O)c3ccccc3)C2c2ccccc2[N+](=O)[O-])cc1 (stereo not drawn),-162.6%,3.6%,8.7%,-1.0,i,-1.8%,?,i,-4.0%
Cc1cc(C)nc(NC(=O)c2cccc([N+](=O)[O-])c2)c1,-6.8%,1.1%,3.4%,-1.7,i,1.9%,-10.1%,i,?
COC(=O)c1c(-c2ccccc2)noc1C,3.1%,-0.1%,-0.5%,1.4,i,3.1%,-1.7%,i,0.1%
COc1cc(SC)ccc1C(=O)N(CC(=O)Nc1ccccc1Br)Cc1ccco1,2.9%,-5.8%,10.6%,-1.9,i,-2.4%,-7.3%,i,-26.8%

# Assay outcomes deposited in PubChem by National Center for Advancing Translational Sciences (NCATS).

# This is a random part of the collection. Share with any hit: about 4.4%.
